From PubChem
PPARg SRC-1 ag: agonists of human PPARgamma SRC-1 coactivator recruitment. P37231. PPARgamma-SRC-1 coactivator recruitment biochemical assay. activation, % at 8 µM. actives 0.41% (n = 200,000). AID 631; in the data active means activation above about 19%;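 further: 0% = DMSO and 100% = reference agonist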
PPARg SRC2 recr: PPARgamma-driven SRC-2 recruitment agonism. P37231. PPARgamma LBD-SRC-2 recruitment, biochemical. activation, % at 8 µM. actives 0.34% (n = 200,000); in the data active means activation above about 22%;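 further: 0% = vehicle and 100% = reference agonist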
bIAP inhibitor: blocks bovine intestinal alkaline phosphatase activity. 190,000 tested, under 10 active. purified bovine IAP, CDP-star luminescence, 30 min. inhibition, % at 20 µM;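 active means over 50% inhibition of intestinal alkaline phosphatase at 20 µM in the single-dose screen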
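Assay system: bovine IAP enzyme; medium: DEA buffer 100 mM, pH 9.8, with MgCl2 1.0 mM, ZnCl2 0.02 mM; doses: 20 µM single dose; incubation: enzyme reaction for 30 min at room temperature; detection: CDP-star luminescence signal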
S1P3 antag: blocks the human S1P3 receptor; CHO S1P3 NFAT-BLA reporter, FRET fluorescence, antagonist mode; AID 485; Q99500; inhibition, % at 4.98 µM; actives 0.27% (n = 170,000);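 active means inhibition above the plate cutoff, the mean inhibition of test wells on that plate plus 3 SD, cut at about 28% in these data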;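 further: cells challenged with S1P at its EC80 of 0.8 µM; blue over green emission ratio from cleaved BLA substrate after 4 h stimulation; 0% = S1P-stimulated wells and 100% = unstimulated DMSO-only wells; some compounds past the cut are filed as inactive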
bIAP act: increases bovine intestinal alkaline phosphatase activity; purified bovine IAP, CDP-star luminescence, 30 min; active compounds read high; fold of DMSO-control signal, blank-subtracted; actives 0.17% (n = 200,000); activation factor at 20 µM;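 active means activation factor of 2 or more at 20 µM, a signal rise over negative controls twice the positive control's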
SRC2 TRFRET art: flags TR-FRET format artefacts in PPARgamma SRC-2 recruitment agonist screen | TR-FRET artefact counter-screen; active compounds read high | TR-FRET ratio at 8 µM | actives 0.4% (n = 200,000) | AID 1049; in the data active means TR-FRET ratio above about 2000; further: inactives centre near 1500; reference of the scale not given here
PPARg SRC-3 ag: PPARgamma-driven SRC-3 recruitment agonism; biochemical PPARgamma/SRC-3 coactivator recruitment assay; activation, % at 8 µM; actives 0.26% (n = 200,000); AID 731; in the data active means activation above about 23%;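 further: 0% = DMSO and 100% = reference agonist; some compounds past the cut are filed as inactive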
L major viab: reduces viability of Leishmania major promastigotes | resazurin fluorescence viability | inhibition, % at 10 µM | actives 9% (n = 200,000); in the data active means inhibition above about 50%;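 further: promastigotes grown with compound for 44 hours at 28 °C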
TLR4-MyD88 BLA: TLR4-MyD88 interaction inhibition in cells. O00206+Q99836. HeLa CL3-4 TLR4/MyD88 BLA complementation, FRET ratio. inhibition, % at 8.4 µM. actives 0.18% (n = 200,000); in the data active means inhibition above about 25%;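 further: 0% = vehicle and 100% = reference inhibitor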
Target sequence (O00206 whole entry, looked up): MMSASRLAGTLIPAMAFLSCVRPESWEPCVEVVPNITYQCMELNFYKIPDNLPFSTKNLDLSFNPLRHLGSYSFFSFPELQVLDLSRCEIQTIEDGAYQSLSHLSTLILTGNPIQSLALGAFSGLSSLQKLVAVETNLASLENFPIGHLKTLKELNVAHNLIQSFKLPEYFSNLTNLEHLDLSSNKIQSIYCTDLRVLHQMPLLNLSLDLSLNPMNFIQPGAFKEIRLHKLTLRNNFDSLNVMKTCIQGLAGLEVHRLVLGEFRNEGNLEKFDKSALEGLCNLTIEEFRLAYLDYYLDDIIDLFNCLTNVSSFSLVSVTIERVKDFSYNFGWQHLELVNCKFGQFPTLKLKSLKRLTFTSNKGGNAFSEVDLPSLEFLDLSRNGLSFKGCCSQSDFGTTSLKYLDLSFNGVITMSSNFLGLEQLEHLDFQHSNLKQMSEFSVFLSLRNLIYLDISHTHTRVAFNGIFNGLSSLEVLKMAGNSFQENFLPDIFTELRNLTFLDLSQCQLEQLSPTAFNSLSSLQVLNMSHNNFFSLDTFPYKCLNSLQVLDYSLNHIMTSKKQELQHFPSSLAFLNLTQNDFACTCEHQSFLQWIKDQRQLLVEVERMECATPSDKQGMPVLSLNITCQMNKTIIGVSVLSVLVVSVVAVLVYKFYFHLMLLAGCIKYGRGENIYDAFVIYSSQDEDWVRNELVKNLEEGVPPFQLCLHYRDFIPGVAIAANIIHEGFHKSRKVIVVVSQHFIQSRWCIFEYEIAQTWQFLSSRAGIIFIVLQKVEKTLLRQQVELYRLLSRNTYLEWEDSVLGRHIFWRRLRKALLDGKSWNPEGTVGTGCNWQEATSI
Target sequence (Q99836 whole entry, looked up): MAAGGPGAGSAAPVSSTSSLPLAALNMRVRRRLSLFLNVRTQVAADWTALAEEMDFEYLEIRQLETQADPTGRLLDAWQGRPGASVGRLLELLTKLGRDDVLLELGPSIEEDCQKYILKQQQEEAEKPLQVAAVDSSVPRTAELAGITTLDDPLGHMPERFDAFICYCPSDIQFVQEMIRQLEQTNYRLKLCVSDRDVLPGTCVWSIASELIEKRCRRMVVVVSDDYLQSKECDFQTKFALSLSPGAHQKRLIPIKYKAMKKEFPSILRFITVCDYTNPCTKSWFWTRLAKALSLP
DTT redox prof: compounds producing H2O2 with reducing agent – biochemical, NIH compound library profiling, artefact control for MLSCN library redox annotation, primary screen; DTT-dependent redox cycling H2O2, phenol red/HRP absorbance; 100% = 100 µM peroxide control, 0% = buffer; activation, % at 10 µM; actives 0.03% (n = 200,000); AID 878;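 active means activation of at least 50% relative to the plate's high and low controls in the primary single-dose screen; inactive means activation below 50%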;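 further: compound incubated with DTT at 0.8 mM final as the reducing agent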
ROMK mod: modulators of human ROMK potassium channel. P48048. Tet-inducible ROMK, thallium flux fluorescence; actives lie on both sides. B-score at 10 µM. actives 2% (n = 130,000). AID 1918;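 active means signal ratio slope over the read window, or its plate-corrected B-score, at least 3 SD from the plate mean, either direction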;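 further: B-score of the F/F0 ratio slope over 7 to 12 s after thallium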
* marks the source's active call; other numbers are inactive results; nt = no result given. The order is random, and some 11% of all compounds hit somewhere here.

1	O=c1[nH]c(=O)n(Cc2ccco2)c2c1C(C(F)(F)F)(C(F)(F)F)N=C(c1ccc(F)cc1)N2
2	CCn1c(=O)[nH]c2ccccc2c1=O
3	COc1ccc(N(CC(=O)NC2CCCC2)C(=O)CCC(=O)Nc2cc(C)on2)c(OC)c1
4	COC(=O)c1cc(OC)c(OC)cc1NC(=O)CCC1CCCC1
5	CCOc1cc(/C=N/NC(=O)C(=O)NC)cc(Br)c1O

Screen / compound no.	1	2	3	4	5
ROMK mod	-0.029	nt	nt	nt	nt
DTT redox prof	-0.3	1.4	1.9	0.8	0.2
PPARg SRC-1 ag	2	-1	-1	-7	4
TLR4-MyD88 BLA	19	1	2	9	-7
bIAP act	1	1	1	1.1	1
SRC2 TRFRET art	1591	1856	1429	1555	1527
PPARg SRC2 recr	-2	6	4	10	9
S1P3 antag	nt	nt	-6	10	-40
PPARg SRC-3 ag	-5	8	-5	2	7
bIAP inhibitor	0	3	-5	-11	4
L major viab	12	-9	-5	9	-4

6	N#CCCn1cc(/C=C2\NC(=S)N(c3ccccc3)C2=O)c(-c2ccc(F)cc2)n1
7	Cc1cc(C(=O)NC(C)c2ccncc2)no1 (stereo not given)
8	CC(C)N(C(=O)COC(=O)c1ccc(Cl)nc1)C(C)C
9	Cc1ccsc1/C=N/N1CCN(c2ccccc2)CC1
10	O=C(CSc1ncnc2nc[nH]c12)NCCc1ccccc1

Screen / compound no.	6	7	8	9	10
ROMK mod	-0.1	0.96	0.25	nt	0.24
DTT redox prof	-2.0	-1.7	-1.8	1.8	-0.1
PPARg SRC-1 ag	-4	-4	-6	9	2
TLR4-MyD88 BLA	-8	-12	-3	-2	2
bIAP act	1.2	0.9	1	0.9	1
SRC2 TRFRET art	1753	1511	1207	1590	1578
PPARg SRC2 recr	-4	2	-4	-1	-2
S1P3 antag	12	-11	-11	nt	-28
PPARg SRC-3 ag	5	3	-4	5	0
bIAP inhibitor	-16	14	-3	10	4
L major viab	0	-5	4	53*	-5

11	Cc1ccc(CNC(=O)CCNS(=O)(=O)c2ccc3c(c2)c(=O)n(C)c(=O)n3C)cc1
12	COc1ccc(C2c3ccc4ccccc4c3Oc3ncn(Cc4ccco4)c(=N)c32)cc1OC (stereo not given)
13	Cc1occc1-c1nnc(SCC(=O)NCC2CCCO2)n1C (stereo not given)
14	Cc1ccc(C)c(NC(=O)C2C3CCCC2C3c2ccccc2)c1 (stereo not given)
15	Cc1cccc(NCc2ccccc2O)n1

Screen / compound no.	11	12	13	14	15
ROMK mod	-0.51	nt	nt	nt	-0.33
DTT redox prof	-0.4	0.8	-3.3	1.9	3.1
PPARg SRC-1 ag	0	4	4	5	7
TLR4-MyD88 BLA	-5	-14	-3	-11	-3
bIAP act	0.9	0.8	1	1	1
SRC2 TRFRET art	1332	1524	1549	1623	1642
PPARg SRC2 recr	-1	8	4	6	9
S1P3 antag	-12	0	-25	nt	-7
PPARg SRC-3 ag	-6	-3	13	-2	8
bIAP inhibitor	6	20	1	2	4
L major viab	4	58*	-4	0	22

16	CC(=O)N1CCN(c2nc(-c3cccs3)nc3ccccc23)CC1
17	O=CN1CCN(S(=O)(=O)c2ccc(Cl)c(C(=O)O)c2)CC1
18	CC12CCC(C(=O)N(CSC(=S)N/N=C\c3ccccc3O)C1=O)C2(C)C (stereo not given)
19	Cc1ccc(F)cc1NCC(=O)Nc1ccc(Br)cc1
20	Cc1nc(C(C)NC(=O)CCc2nnc(CCCc3ccccc3)o2)c(C)s1 (stereo not given)

Screen / compound no.	16	17	18	19	20
ROMK mod	-1.2	0.14	-0.19	nt	0.56
DTT redox prof	-2.7	-1.8	1.0	0.2	0.2
PPARg SRC-1 ag	5	-6	18	-8	0
TLR4-MyD88 BLA	-9	6	3	9	-3
bIAP act	1	1.1	1.1	0.8	1
SRC2 TRFRET art	1683	1557	1953	1481	1811
PPARg SRC2 recr	13	-10	30*	-14	9
S1P3 antag	18	-2	nt	6	-6
PPARg SRC-3 ag	5	0	43*	-2	-2
bIAP inhibitor	-3	-8	-15	16	-2
L major viab	77*	-10	85*	4	-5

21	Nc1ncccc1OCc1cccc(C(F)(F)F)c1
22	O=[N+]([O-])c1nn(-c2ccc3c(c2)OCCO3)n(O)c1=NC1CCCCCC1
23	CC(NC(=O)/C=C/c1ccc(Br)cc1)c1ccc(Cl)cc1 (stereo not given)
24	O=C(Nc1ccc(F)cc1F)Nc1ccc(F)cc1F
25	NC(=O)c1ccc(NC(=O)CCc2nc3ccccc3s2)cc1

Screen / compound no.	21	22	23	24	25
ROMK mod	-0.13	nt	1.5	1.5	-0.28
DTT redox prof	-1.1	0.3	2.0	-1.0	-2.5
PPARg SRC-1 ag	4	-4	1	5	-2
TLR4-MyD88 BLA	-6	15	4	-6	-7
bIAP act	1	0.7	0.9	1	1
SRC2 TRFRET art	1534	1498	1541	1588	1425
PPARg SRC2 recr	0	0	-8	-4	10
S1P3 antag	-12	nt	11	7	5
PPARg SRC-3 ag	3	-6	-2	4	-1
bIAP inhibitor	4	26	7	-2	1
L major viab	31	87*	-7	-8	-6

26	C=CCc1cccc2cc(C(=O)N3CCN(c4ccccn4)CC3)c(=O)oc12
27	CCN(CC)CCNC(=O)C(C(=O)c1ccccc1)n1ccccc1=O (stereo not given)
28	Cc1nccn1CCc1n[nH]c(=S)n1Cc1ccccc1
29	Cc1cccc(NC(=O)NNC(=O)c2ccc(C)c([N+](=O)[O-])c2)c1
30	CCn1c(SCC(=O)Nc2cc(C)on2)nnc1-c1ccc(OC)cc1

Screen / compound no.	26	27	28	29	30
ROMK mod	-0.37	0.59	-1	0.61	0.39
DTT redox prof	0.2	1.8	-4.8	-0.3	-1.1
PPARg SRC-1 ag	0	11	5	0	-4
TLR4-MyD88 BLA	6	8	-18	-9	-9
bIAP act	1.2	1	1.1	0.9	1
SRC2 TRFRET art	1651	1654	1561	1422	1231
PPARg SRC2 recr	2	-7	-3	-12	-5
S1P3 antag	-7	-19	-9	-14	-5
PPARg SRC-3 ag	-3	2	4	-6	4
bIAP inhibitor	-18	3	-8	6	-2
L major viab	-7	-5	-3	2	-10

Reprinted at random: three records from the list
26	C=CCc1cccc2cc(C(=O)N3CCN(c4ccccn4)CC3)c(=O)oc12
30	CCn1c(SCC(=O)Nc2cc(C)on2)nnc1-c1ccc(OC)cc1
29	Cc1cccc(NC(=O)NNC(=O)c2ccc(C)c([N+](=O)[O-])c2)c1

Screen / compound no.	26	30	29
ROMK mod	-0.37	0.39	0.61
DTT redox prof	0.2	-1.1	-0.3
PPARg SRC-1 ag	0	-4	0
TLR4-MyD88 BLA	6	-9	-9
bIAP act	1.2	1	0.9
SRC2 TRFRET art	1651	1231	1422
PPARg SRC2 recr	2	-5	-12
S1P3 antag	-7	-5	-14
PPARg SRC-3 ag	-3	4	-6
bIAP inhibitor	-18	-2	6
L major viab	-7	-10	2

More structures
31	CNC(=S)/N=C(/Nc1ccccc1)c1ccccc1
32	Cc1csc(NC(=O)C(NC(=O)c2ccccc2F)C(C)C)n1 (stereo not given)
33	CCNC(=O)n1nccc1C(C)Oc1cccc(C(F)(F)F)c1 (stereo not given)
34	Cc1nc2c(C(=O)N3CCCC3)cnn2c(C)c1Cc1c(F)cccc1Cl
35	CCC(CC)C(=O)Nc1cccc(C(=O)Nc2ccc(OC)cc2[N+](=O)[O-])c1

Screen / compound no.	31	32	33	34	35
ROMK mod	-0.31	-2	nt	1.2	nt
DTT redox prof	-0.4	-0.2	0.7	0.1	3.1
PPARg SRC-1 ag	13	1	-5	0	-8
TLR4-MyD88 BLA	-6	-4	-9	-3	17
bIAP act	0.9	1	0.9	1	0.9
SRC2 TRFRET art	1747	1847	1468	1635	1478
PPARg SRC2 recr	8	4	3	3	-2
S1P3 antag	-21	-30	nt	nt	nt
PPARg SRC-3 ag	10	4	6	8	-8
bIAP inhibitor	5	1	13	0	8
L major viab	0	-2	1	-2	-5

Record cards, as listed above. Values in the order: ROMK mod, DTT redox prof, PPARg SRC-1 ag, TLR4-MyD88 BLA, bIAP act, SRC2 TRFRET art, PPARg SRC2 recr, S1P3 antag, PPARg SRC-3 ag, bIAP inhibitor, L major viab
CCC(CC)C(=O)Nc1cccc(C(=O)Nc2ccc(OC)cc2[N+](=O)[O-])c1 is listed as nt, 3.1, -8, 17, 0.9, 1478, -2, nt, -8, 8, -5
Cc1csc(NC(=O)C(NC(=O)c2ccccc2F)C(C)C)n1 (stereo not given) is listed as -2, -0.2, 1, -4, 1, 1847, 4, -30, 4, 1, -2

The listing continues:
36	COc1cc(CNn2nnnc2N)cc(Br)c1OCc1c(Cl)cccc1Cl
37	Cc1ccsc1C(=O)OCC(=O)c1cc(C)n(CC2CCCO2)c1C (stereo not given)
38	Cc1ccc(Sc2ncnc3onc(C)c23)c(C)c1
39	CC1=C(C(N)=O)C(c2ccc(Cl)cc2Cl)n2ncnc2N1 (stereo not given)
40	CN(Cc1ccc2nsnc2c1)Cc1nc(Cc2cccc(F)c2)no1
41	O=C(NCc1n[nH]c(=S)n1-c1ccc(Br)cc1)c1cccs1

Screen / compound no.	36	37	38	39	40	41
ROMK mod	-0.15	nt	-1.1	nt	0.27	-0.025
DTT redox prof	0.3	1.2	-0.1	4.3	-1.1	0.0
PPARg SRC-1 ag	-3	4	2	0	2	10
TLR4-MyD88 BLA	10	3	-6	-11	8	6
bIAP act	0.8	1	1	0.8	1	0.8
SRC2 TRFRET art	1622	1469	1399	1604	1501	1785
PPARg SRC2 recr	8	-2	1	-2	1	-2
S1P3 antag	nt	3	-2	-13	2	-12
PPARg SRC-3 ag	13	5	0	1	3	2
bIAP inhibitor	19	1	1	16	1	25
L major viab	94*	-1	13	-7	-5	-9
